Pin1 inhibitor – blocks the human prolyl isomerase Pin1; Q13526; Pin1 FP peptide displacement, HiFluor488, 10 min; Potency, µM (top dose mostly 115 µM), inactives show at the top dose activity, negative = inhibition, hits mostly inhibitors; 0.009% of 390,000 active; active = well fitted inhibition curve with a large enough effect in the polarisation, with a control signal flat, not every such curve was filed as active; inconclusive = small, poorly fitted or top-dose-only effect, or effect the other way, or a change in a side signal; inactive = no such curve, though single readings can be large or run the other way; the % refers to the polarisation; also: % is scaled to controls: 0 for no effect and ±100 for the full control effect
RGS4 inhibitor – human RGS4 inhibition; Transcreener GDP fluorescence polarization, RGS4-accelerated GTP hydrolysis; P49798; 0.039% of 390,000 active; Potency, µM (highest dose often 114 µM), without a hit: top-dose activity change, negative = inhibition, hits mostly inhibitors; also: % is scaled to controls: 0 for no effect and ±100 for the full control effect; nearly all actives have a fitted effect of over 75% in size; some results filed as inactive show a strong effect at the top dose
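MLSMR compounds (23 nl, pin-transferred) preincubated 10 min at room temperature with a 500nM (2x) first reagent, then RGS4 at 900nM (2x) plus Transcreener GDP mix added; fluorescence polarization (620/688 nm) read before and after 90 min at 30 °C.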
JMJD2A Tudor inh – blocks the human JMJD2A Tudor domain | O75164 | AlphaScreen JMJD2A-Tudor / H3K4me3 peptide binding | Potency, µM (series often up to 114 µM), inactives show top-dose activity change, negative = inhibition, actives largely listed as inhibitors | 4.4% of 390,000 active | AID 504339; also: % is scaled to controls: 0 for no effect and ±100 for the full control effect; nearly all actives have a fitted effect of over 50% in size
rTrxR1 inhibitor – inhibitors of rat thioredoxin reductase 1; AID 588453; Potency, µM (titrated, usually from 114 µM), without a hit: top-dose activity change, negative = inhibition, usual class: inhibitors; recombinant rTrxR1, NADPH fluorescence consumption, selenite substrate; 1% of 390,000 active; also: % is scaled to controls: 0 for no effect and ±100 for the full control effect; nearly all actives have a fitted effect of over 65% in size
Target sequence (O89049 whole entry, looked up): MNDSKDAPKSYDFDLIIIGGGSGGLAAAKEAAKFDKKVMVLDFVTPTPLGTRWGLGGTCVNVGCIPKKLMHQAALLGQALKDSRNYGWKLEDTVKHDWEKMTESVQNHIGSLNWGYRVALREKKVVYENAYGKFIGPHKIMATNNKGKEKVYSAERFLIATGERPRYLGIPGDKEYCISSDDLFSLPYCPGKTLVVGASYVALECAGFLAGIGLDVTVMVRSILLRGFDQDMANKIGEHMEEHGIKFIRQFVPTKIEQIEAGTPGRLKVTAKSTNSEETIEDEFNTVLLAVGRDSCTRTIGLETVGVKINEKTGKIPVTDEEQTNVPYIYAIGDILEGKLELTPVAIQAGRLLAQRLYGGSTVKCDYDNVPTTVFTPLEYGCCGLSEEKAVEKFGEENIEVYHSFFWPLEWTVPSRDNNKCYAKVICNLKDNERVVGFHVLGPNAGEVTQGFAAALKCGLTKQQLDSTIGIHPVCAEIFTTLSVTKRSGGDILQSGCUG
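Rat TrxR1 (90 nM in the dispensed reagent) was pre-reduced with 400 uM NADPH for 5 min at room temperature, then incubated with compound for 15 min. After 400 uM selenite was added, NADPH fluorescence (Ex 340/Em 450 nm) was followed for 8 min.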
ALOX12 inh – ALOX12 (human) lipoxygenase inhibition | P18054 | purified 12hLO, xylenol orange hydroperoxide absorbance | Potency, µM (top dose mostly 108 µM), for the others: top-dose activity change, negative = inhibition, most hits filed as inhibitors | 1.1% of 580,000 active | AID 1671190; also: % is scaled to controls: 0 for no effect and ±100 for the full control effect
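Purified human 12hLO at 150 nM in 25 mM Hepes, 0.01% Triton X-100, pH 7.0, preincubated 15 min at room temperature with compound. Reaction started with 40 uM arachidonic acid, 30 min at room temperature. Hydroperoxide measured by Fe-xylenol orange, 573/405 nm absorbance ratio.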
GLS inh – inhibitors of human glutaminase (GLS); Potency, µM (top dose mostly 45.5 µM), inactives show top-dose activity change, negative = inhibition, most hits filed as inhibitors; GLS enzymatic activity, qHTS titration; AID 624170; O94925; 0.21% of 410,000 active; also: % is scaled to controls: 0 for no effect and ±100 for the full control effect
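hKGA in 45 mM KH2PO4 pH 8.2, 0.02% Tween-20 with pin-transferred compounds; 1 mM L-glutamine (stock) plus glutamate oxidase/HRP/Amplex Red coupling added. Fluorescence read initially and after 30 min at RT.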
Tb PGK inh – blocks T. brucei phosphoglycerate kinase. PGK/GAPDH coupled, Kinase-Glo luminescence, 60 min. Potency, µM (titrated, usually from 57.5 µM), for inactives: at the highest dose activity change, negative = inhibition, actives largely listed as inhibitors. 0.043% of 380,000 active; also: % is scaled to controls: 0 for no effect and ±100 for the full control effect; nearly all actives have a fitted effect of over 60% in size
Target sequence (P07378 whole entry, looked up): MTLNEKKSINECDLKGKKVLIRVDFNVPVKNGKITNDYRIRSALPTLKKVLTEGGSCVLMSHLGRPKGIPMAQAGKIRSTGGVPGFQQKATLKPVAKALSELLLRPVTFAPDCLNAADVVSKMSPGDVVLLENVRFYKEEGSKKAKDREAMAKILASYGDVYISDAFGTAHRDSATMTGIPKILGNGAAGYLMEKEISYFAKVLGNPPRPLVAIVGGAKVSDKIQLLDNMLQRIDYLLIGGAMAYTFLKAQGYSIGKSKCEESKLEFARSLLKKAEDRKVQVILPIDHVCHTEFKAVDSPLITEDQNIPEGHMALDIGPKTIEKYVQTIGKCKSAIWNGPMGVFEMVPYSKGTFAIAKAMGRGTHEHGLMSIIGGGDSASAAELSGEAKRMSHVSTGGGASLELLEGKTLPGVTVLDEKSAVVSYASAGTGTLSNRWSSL
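Luminescent ATP detection (Kinase-Glo Plus) follows a 60-minute room-temperature incubation, with wells lacking PGK as controls. Buffer: 100 mM TEA (pH 7.6), 5 mM MgCl2, 0.01% Tween-20. Coupling enzyme GAPDH (100 nM final) supplies unstable 1,3-BPG in-well.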
ERG Ets-DNA blk – inhibitors of human ERG Ets domain-DNA interaction; 0.028% of 370,000 active; AID 624246; P11308; fluorescence polarization, His-ERG Ets domain / labelled DNA; Potency, µM (top dose mostly 76.9 µM), for inactives: at the top dose FP activity, negative = inhibition, most hits filed as inhibitors; active = well fitted inhibition curve with a large enough effect in the polarisation, with a control signal flat; inconclusive = small, poorly fitted or top-dose-only effect, or effect the other way, or a change in a side signal; inactive = no such curve, though single readings can be large or run the other way; the % refers to the polarisation;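 also: polarization taken with two DNA probes labelled with fluorescein and Texas red; % of control where 0% means no effect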
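His-tagged ERG Ets domain (1 uM in the protein solution; 300mM KCl, 50mM Tris-HCl, 1mM EDTA, 1mM DTT, pH 7.5) received compound, then a probe mix of 5 nM fluorescein-DNA and 100nM Texas-615-DNA. Fluorescence polarization was read for both dyes.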
HP1b binding inh – blocks HP1-beta chromodomain binding to methylated histone tails. AlphaScreen HP1-beta / biotin-H3K9me3 peptide binding. 0.56% of 390,000 active. AID 540317. Potency, µM (doses to about 114 µM), without a hit: top-dose activity change, negative = inhibition, most hits filed as inhibitors. P83916; also: nearly all actives have a fitted effect of over 70% in size; inactives centre near 23
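AlphaScreen: HP1-beta (50 nM) preformed 30 min with biotin-H3(1-18)K9me3 peptide (50 nM) in PBS pH 7.4, 0.01% Tween-20. Compound added for 30 min at RT, then streptavidin donor/nickel chelate acceptor beads (10 ug/mL) for 30 min.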
* hit, by the source's call; [ ] = remark or other dose. Unless noted, calls follow the shape of the dose curve; as a rule, active = well fitted curve in the direction sought with a large enough effect; inconclusive = small, poorly fitted or top-dose-only effect, or another doubt; inactive = no such curve, though single readings can be large; an effect the other way counts as inactive or inconclusive. Potency is read from the fitted curve at half-maximal effect. A portion of the library (hit frequency here may not be typical).

The opening two records, to show the layout:
CN(CCC(=O)Nc1ccc2c(c1)OCO2)Cc1ccccc1 was read as Pin1 inhibitor -11%, RGS4 inhibitor 2%, JMJD2A Tudor inh -26%, rTrxR1 inhibitor 13%, ALOX12 inh inconclusive, GLS inh 6% and HP1b binding inh 15%.
CC1CN=C(N(C(=S)Nc2ccccc2)c2cccc(C(F)(F)F)c2)S1 (stereo unspecified) was read as Pin1 inhibitor -13%, RGS4 inhibitor -10%, JMJD2A Tudor inh -7%, rTrxR1 inhibitor 17%[57.1 µM], ALOX12 inh inconclusive, GLS inh -3%, Tb PGK inh 0%, ERG Ets-DNA blk 8% and HP1b binding inh -6%.

Main list (from the top)
CN(CCC(=O)Nc1ccc2c(c1)OCO2)Cc1ccccc1 was read as Pin1 inhibitor -11%, RGS4 inhibitor 2%, JMJD2A Tudor inh -26%, rTrxR1 inhibitor 13%, ALOX12 inh inconclusive, GLS inh 6% and HP1b binding inh 15%.
CC1CN=C(N(C(=S)Nc2ccccc2)c2cccc(C(F)(F)F)c2)S1 (stereo unspecified) was read as Pin1 inhibitor -13%, RGS4 inhibitor -10%, JMJD2A Tudor inh -7%, rTrxR1 inhibitor 17%[57.1 µM], ALOX12 inh inconclusive, GLS inh -3%, Tb PGK inh 0%, ERG Ets-DNA blk 8% and HP1b binding inh -6%.
For CCCCC(NC(=O)COc1cc2c(c3oc(=O)cc(C)c13)CCC(C)(C)O2)C(=O)O (stereo unspecified) the results were Pin1 inhibitor 0%, RGS4 inhibitor 5%, JMJD2A Tudor inh -13%, rTrxR1 inhibitor -25%[57.1 µM], ALOX12 inh 198%[activator], GLS inh 5%, Tb PGK inh -9%, ERG Ets-DNA blk -13% and HP1b binding inh 81%[activator].
`CC(=O)CC(CC(=O)NC1CCCCC1)c1ccccc1` (stereo unspecified) gave Pin1 inhibitor 3%, RGS4 inhibitor -2%, JMJD2A Tudor inh -3%, rTrxR1 inhibitor 26%, ALOX12 inh 21%, GLS inh -7%, Tb PGK inh -9%, ERG Ets-DNA blk 22% and HP1b binding inh 34%.
Screening CC1CCC2(CC1)NC(=O)N(Cc1nnc(-c3cccs3)o1)C2=O (stereo unspecified) returned Pin1 inhibitor -3%, RGS4 inhibitor -1%, JMJD2A Tudor inh 4%, rTrxR1 inhibitor 1%, ALOX12 inh 1%, GLS inh 0%, Tb PGK inh -5%, ERG Ets-DNA blk -2% and HP1b binding inh 30%.
Screening CCC1CSC(Nc2ccc(C(=O)/C=C/c3ccc(Oc4ccccc4)cc3)cc2)=N1 (stereo unspecified) returned Pin1 inhibitor 32%[activator], RGS4 inhibitor inconclusive, JMJD2A Tudor inh inconclusive, rTrxR1 inhibitor -7%, ALOX12 inh -2%, GLS inh 2%, Tb PGK inh -13% and HP1b binding inh -2%.
`CCCc1cc(C(=O)Nc2nnc(C)s2)cs1` gave Pin1 inhibitor -1%, RGS4 inhibitor -8%, JMJD2A Tudor inh -6%, rTrxR1 inhibitor 23%, ALOX12 inh -9%, GLS inh 1%, Tb PGK inh -5%, ERG Ets-DNA blk -11% and HP1b binding inh 36%.
`CN(C)CCCN=c1cc(-c2ccccc2)oc2ccc(Cl)cc12` gave Pin1 inhibitor 1%, RGS4 inhibitor 11%, JMJD2A Tudor inh -26%, rTrxR1 inhibitor 17%, ALOX12 inh 35µM*, GLS inh -5%, Tb PGK inh 5%, ERG Ets-DNA blk 3% and HP1b binding inh 13%.
Screening CC(C)c1ccc(NC2CCCN(C(=O)c3cccc4nccnc34)C2)cc1 (stereo unspecified) returned Pin1 inhibitor -13%, RGS4 inhibitor 10%, JMJD2A Tudor inh -10%, rTrxR1 inhibitor 21%, ALOX12 inh 0%, GLS inh -2%, Tb PGK inh 0%, ERG Ets-DNA blk 0% and HP1b binding inh 5%.
c1ccc2c(CSCCc3ccncc3)cccc2c1 was read as Pin1 inhibitor -4%, RGS4 inhibitor -13%, JMJD2A Tudor inh -16%, rTrxR1 inhibitor 13%[57.1 µM], ALOX12 inh 56%[activator], GLS inh -5%, Tb PGK inh -4%, ERG Ets-DNA blk -1% and HP1b binding inh 25%.
`CC1(C)N=C(N)N=C(N)N1c1cccc(C(=O)O)c1` gave Pin1 inhibitor 7%, RGS4 inhibitor -12%, JMJD2A Tudor inh -17%, rTrxR1 inhibitor 17%, ALOX12 inh -30%, GLS inh 0%, ERG Ets-DNA blk 4% and HP1b binding inh 27%.
Screening CC(C)CCN1CCN(CC(c2ccccc2)c2ccccc2)CC1CCO (stereo unspecified) returned Pin1 inhibitor -8%, RGS4 inhibitor -29%, JMJD2A Tudor inh -6%, rTrxR1 inhibitor 15%[57.1 µM], ALOX12 inh 0%, GLS inh 0%, Tb PGK inh -5%, ERG Ets-DNA blk 2% and HP1b binding inh 20%.
`CCOC(=O)c1ccccc1NC(=O)CSc1cn(CC(=O)N2CCOCC2)c2ccccc12` gave Pin1 inhibitor 0%, RGS4 inhibitor -20%, JMJD2A Tudor inh -6%, rTrxR1 inhibitor 12%, ALOX12 inh -19%, GLS inh -14%, Tb PGK inh inactive, ERG Ets-DNA blk 3% and HP1b binding inh 29%.
`O=C(c1ccc(Cl)cc1)C1CCN(CC(=O)N2CCCCC2)CC1` gave Pin1 inhibitor 1%, RGS4 inhibitor 8%, JMJD2A Tudor inh -12%, rTrxR1 inhibitor 1%, ALOX12 inh 5%, GLS inh 5%, Tb PGK inh 5%, ERG Ets-DNA blk -8% and HP1b binding inh 8%.
Cc1ccc(-n2c(C)nnc2SC(C)C(=O)N2CCCC2)cc1 (stereo unspecified) was read as Pin1 inhibitor 0%, RGS4 inhibitor 5%, JMJD2A Tudor inh 4%, rTrxR1 inhibitor 2%, ALOX12 inh -23%, GLS inh inconclusive, Tb PGK inh 0%, ERG Ets-DNA blk 8% and HP1b binding inh 35%.
For Nc1cc2c(cc1Br)-c1ccccc1C2=NO the results were Pin1 inhibitor 2%, RGS4 inhibitor 0%, JMJD2A Tudor inh inconclusive, rTrxR1 inhibitor 18%, ALOX12 inh -5%, GLS inh 13%, Tb PGK inh inactive and HP1b binding inh inconclusive.
Screening O=C(NC(=S)Nc1ccc(S(=O)(=O)Nc2ncccn2)cc1)c1cccc(Br)c1 returned Pin1 inhibitor -2%, RGS4 inhibitor -44%, JMJD2A Tudor inh -13%, rTrxR1 inhibitor -52%[57.1 µM], ALOX12 inh 20µM*, GLS inh 6%, Tb PGK inh 0%, ERG Ets-DNA blk -15%[15.4 µM] and HP1b binding inh 28%.
For COc1cccc(-c2cc(C(F)(F)F)nc(N3CCCCC3)n2)c1 the results were Pin1 inhibitor 1%, RGS4 inhibitor -28%, JMJD2A Tudor inh 166%[activator], rTrxR1 inhibitor 62%[activator][57.1 µM], ALOX12 inh -15%, GLS inh 7%, Tb PGK inh -7%, ERG Ets-DNA blk 12% and HP1b binding inh 344%[activator].
Cc1ccc(C(=O)NCCNS(=O)(=O)c2ccccc2[N+](=O)[O-])cc1 was read as Pin1 inhibitor -3%, RGS4 inhibitor -10%, JMJD2A Tudor inh -5%, rTrxR1 inhibitor -12%, ALOX12 inh 0%, GLS inh -1%, Tb PGK inh 5%, ERG Ets-DNA blk -4% and HP1b binding inh 33%.
For COc1ccccc1OCCOc1ccc(/C=N/n2cnnc2)cc1 the results were Pin1 inhibitor -4%, RGS4 inhibitor -20%, JMJD2A Tudor inh -24%, rTrxR1 inhibitor 8%[57.1 µM], ALOX12 inh 0%, GLS inh -13%, Tb PGK inh 0%, ERG Ets-DNA blk 2% and HP1b binding inh 14%.
`CSC1=NC2C(N1)N(C)C(=O)N2C` (stereo unspecified) gave Pin1 inhibitor -6%, RGS4 inhibitor -14%, JMJD2A Tudor inh -15%, rTrxR1 inhibitor 15%, ALOX12 inh inconclusive, GLS inh 1%, Tb PGK inh 3%, ERG Ets-DNA blk 4% and HP1b binding inh 30%.
Cc1cc(C)c2nc(N(Cc3cccnc3)C(=O)CCOc3ccccc3)sc2c1 was read as Pin1 inhibitor 8%, RGS4 inhibitor -48%, JMJD2A Tudor inh 3%, rTrxR1 inhibitor 2%[57.1 µM], ALOX12 inh -12%, GLS inh 3%, Tb PGK inh inactive, ERG Ets-DNA blk -2% and HP1b binding inh 33%.
`O=C(Nc1cccnc1)c1ccccc1F` gave Pin1 inhibitor -6%, RGS4 inhibitor -27%, JMJD2A Tudor inh inconclusive, rTrxR1 inhibitor 6%, ALOX12 inh 30%[activator], GLS inh 8%, Tb PGK inh 1%, ERG Ets-DNA blk -7% and HP1b binding inh -12%.
Cc1ccc(SCC(=O)Nc2cccc(-c3nnc(-c4ccco4)o3)c2)cc1 was read as Pin1 inhibitor -2%, RGS4 inhibitor 11%, JMJD2A Tudor inh -21%, rTrxR1 inhibitor -9%, ALOX12 inh 5%, GLS inh 11%, Tb PGK inh -8%, ERG Ets-DNA blk 11% and HP1b binding inh 7%.
For COc1cc(/C=N/N2C(C)CCCC2C)cc(Br)c1O (stereo unspecified) the results were Pin1 inhibitor -8%, RGS4 inhibitor -37%, JMJD2A Tudor inh -31%, rTrxR1 inhibitor -7%, ALOX12 inh -16%, GLS inh 37%[activator], Tb PGK inh inactive, ERG Ets-DNA blk -2% and HP1b binding inh -16%.
